BCLXL inh: inhibitors of human Bcl-xL; Q07817; GST-Bcl-xL / FITC-Bim BH3 peptide fluorescence polarization; inhibition, % at 10.9 µM; hit rate 0.7% among 320,000; AID 2129;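 active = inhibition above the mean of all tested compounds plus 3 SD, cutoff set per campaign, cut at about 30% in these data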;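 note: 0% = DMSO wells and 100% = unlabeled Bim-BH3 peptide competitor; inhibitors lower millipolarization by displacing the labeled peptide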
AGP1-GFP MLPCN: yeast TOR pathway AGP1-GFP modulation; S. cerevisiae AGP1-GFP multiplex flow cytometry, 3 h; GFP as percent of DMSO wells; AID 2066; GFP response vs DMSO, % at 10 µM; hit rate 0.02% among 320,000;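 active = GFP response relative to DMSO above a set limit, near screen average plus 3 SD, cut at about 150% in these data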;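 note: median GFP channel fluorescence of the gated AGP1 strain per well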
MEX-5 binding: C. elegans MEX-5 TCR-2 RNA binding activity | Q9XUB2 | MEX-5/FITC-TCR2 RNA binding, fluorescence polarization; active compounds read low | activity score (negative = inhibition of binding), % at 10 µM | hit rate 0.38% among 300,000 | AID 1832;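 active = inhibition past about -25% in most replicates, and total fluorescence under double the plate's negative control median, limit read from the data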;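 note: 0% = DMSO and -100% = 5 µM competing unlabeled TCR2 RNA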
Target sequence (Q9XUB2 whole entry, looked up): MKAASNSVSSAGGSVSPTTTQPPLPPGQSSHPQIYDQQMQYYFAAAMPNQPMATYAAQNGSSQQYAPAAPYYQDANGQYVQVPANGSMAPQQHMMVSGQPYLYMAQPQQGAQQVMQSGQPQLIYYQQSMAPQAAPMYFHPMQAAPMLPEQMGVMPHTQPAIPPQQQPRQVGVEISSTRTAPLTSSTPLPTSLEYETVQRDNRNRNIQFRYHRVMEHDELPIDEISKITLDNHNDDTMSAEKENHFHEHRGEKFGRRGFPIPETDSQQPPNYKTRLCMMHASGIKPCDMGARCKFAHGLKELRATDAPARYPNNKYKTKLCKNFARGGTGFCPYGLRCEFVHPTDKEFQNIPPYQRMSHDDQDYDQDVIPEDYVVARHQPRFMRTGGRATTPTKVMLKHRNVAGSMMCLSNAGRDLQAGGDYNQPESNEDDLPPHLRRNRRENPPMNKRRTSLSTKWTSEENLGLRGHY
MCL1-BIM inh: inhibitors of human MCL1 binding to BIM-BH3 peptide. Q07820. inhibition, % at 10.9 µM. GST-MCL1 / FITC-Bim-BH3 fluorescence polarization. hit rate 0.68% among 320,000;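 active = inhibition above the mean inhibition of all tested compounds plus 3 SD, set per campaign, cut at about 40% in these data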;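 note: 0% = DMSO wells and 100% = unlabeled Bim-BH3 peptide control; higher means more loss of mP so more displacement of Bim peptide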
Target sequence (Q07820 whole entry, looked up): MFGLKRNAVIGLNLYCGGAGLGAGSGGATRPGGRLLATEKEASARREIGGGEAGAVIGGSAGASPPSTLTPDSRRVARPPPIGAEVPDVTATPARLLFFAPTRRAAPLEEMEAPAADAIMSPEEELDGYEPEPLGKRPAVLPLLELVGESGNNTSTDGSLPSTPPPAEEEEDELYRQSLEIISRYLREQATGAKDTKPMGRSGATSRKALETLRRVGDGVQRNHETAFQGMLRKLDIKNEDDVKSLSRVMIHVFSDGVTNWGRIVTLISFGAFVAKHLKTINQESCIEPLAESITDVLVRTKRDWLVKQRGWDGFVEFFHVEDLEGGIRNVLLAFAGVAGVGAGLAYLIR
Fam108B inh: counter-screen for RBBP9 inhibitors: inhibitors of mouse Fam108B; recombinant Fam108B, FP-Rh probe fluorescence polarization; inhibition, % at 9.51 µM; hit rate 0.33% among 300,000; AID 1947;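 active = inhibition above the screen mean inhibition plus 3 SD, computed separately per campaign, cut at about 18% in these data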;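 note: inhibitors lower polarization as less probe binds the enzyme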
GLD-1 RNA inh: GLD-1-TGE RNA interaction inhibition (C. elegans); purified GLD-1 + fluorescein TGE RNA, fluorescence polarization; Q17339; hit rate 0.44% among 320,000; inhibition, % at 5.96 µM;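 active = percent inhibition above a per-plate cutoff, the plate mean of test compounds plus 3 SD, cut at about 30% in these data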;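 note: 0% = DMSO wells with GLD-1 and probe and 100% = wells lacking GLD-1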
VLA-4 inh: inhibition in a human VLA-4 binding assay. AID 2557. P13612. hit rate 0.2% among 330,000. inhibition, % (about 7 µM as worked out from the volumes in the protocol). VLA-4 expressing cells, ligand binding flow cytometry; in the data active = inhibition above about 50%
CIT2 TOR yeast: alters CIT2-GFP fluorescence in TOR pathway yeast screen; S. cerevisiae CIT2-GFP strain, flow cytometry, 3 h; 100 means same as DMSO wells; GFP response vs DMSO, % at 10 µM; hit rate 0.065% among 320,000; AID 2029;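 active = GFP response relative to DMSO above a set limit, near the screen mean plus 3 SD, cut at about 150% in these data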;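 note: ratio of well median GFP fluorescence to mean of DMSO wells on the plate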
GRK2 aptamer HTS: inhibitors of human GRK2 displacing RNA aptamer | AID 488847 | P25098 | hit rate 0.59% among 330,000 | inhibition of aptamer binding, % at 10 µM | bead flow cytometry, FAM-aptamer displacement from GRK2;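 active = inhibition of aptamer binding above 40%, roughly 3 SD of noise, on plates passing a quality check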;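 note: median bead fluorescence of bound FAM aptamer so fluorescent compounds give negative values; no value below 0 was filed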
Numbers without * were called inactive; / = no result given.

SMILES	BCLXL inh	AGP1-GFP MLPCN	MEX-5 binding	MCL1-BIM inh	Fam108B inh	GLD-1 RNA inh	VLA-4 inh	CIT2 TOR yeast	GRK2 aptamer HTS
Nn1c(SCc2cccc(Cl)c2)nnc1-c1ccncc1	-1	97	-0.5	4	2	0	14	94	3
Nn1cnnc1N/N=C/c1cccc(Cl)c1Cl	/	96	-1.2	/	/	/	14	94	2
COc1cccc(NC(=O)CCCNC(=O)Cn2cnc3sc(C)c(C)c3c2=O)c1	4	96	1.2	1	-2	-6	11	103	0
COc1cc(CNc2ccc3[nH]c(=O)[nH]c3c2)cc(Cl)c1OCC(=O)NC(C)(C)C	10	99	-1.8	16	-2	-1	8	98	0
CC(Sc1nnc(CNC(=O)c2ccccc2F)n1C)C(=O)Nc1nccs1 (centres undefined)	0	99	-0.4	0	4	-7	11	94	0
O=C(O)c1ccc(COc2ccc([N+](=O)[O-])cc2)o1	-1	95	0.9	-9	4	-3	15	93	0
CN1C/C(=C/c2ccsc2)C(=O)/C(=C/c2ccsc2)C1	2	111	2.4	-2	2	0	4	109	63*
CCCCNC(=O)C1(O)c2ccccc2NC(=O)N1c1ccc(Cl)cc1 (centres undefined)	0	88	-1.5	3	-3	5	7	92	1
O=C(CSc1nc(-c2ccc(F)cc2)cs1)N1CCN(C(=O)c2ccco2)CC1	8	95	0.5	3	-3	3	-15	99	6
O=C(c1ccc2c(c1)OCO2)N1CCN(c2ccc(Cl)cc2)CC1	2	101	2.1	0	-3	2	16	97	10

Compound profiles, as listed above.
COc1cccc(NC(=O)CCCNC(=O)Cn2cnc3sc(C)c(C)c3c2=O)c1 across the screens: BCLXL inh: 4; AGP1-GFP MLPCN: 96; MEX-5 binding: 1.2; MCL1-BIM inh: 1; Fam108B inh: -2; GLD-1 RNA inh: -6; VLA-4 inh: 11; CIT2 TOR yeast: 103; GRK2 aptamer HTS: 0
O=C(c1ccc2c(c1)OCO2)N1CCN(c2ccc(Cl)cc2)CC1 across the screens: BCLXL inh: 2; AGP1-GFP MLPCN: 101; MEX-5 binding: 2.1; MCL1-BIM inh: 0; Fam108B inh: -3; GLD-1 RNA inh: 2; VLA-4 inh: 16; CIT2 TOR yeast: 97; GRK2 aptamer HTS: 10
Nn1c(SCc2cccc(Cl)c2)nnc1-c1ccncc1 across the screens: BCLXL inh: -1; AGP1-GFP MLPCN: 97; MEX-5 binding: -0.5; MCL1-BIM inh: 4; Fam108B inh: 2; GLD-1 RNA inh: 0; VLA-4 inh: 14; CIT2 TOR yeast: 94; GRK2 aptamer HTS: 3

Later entries.
SMILES	BCLXL inh	AGP1-GFP MLPCN	MEX-5 binding	MCL1-BIM inh	Fam108B inh	GLD-1 RNA inh	VLA-4 inh	CIT2 TOR yeast	GRK2 aptamer HTS
Cc1ccc(S(=O)(=O)N2CCN(C(=O)C3CCN(C(=O)c4ccccc4C)CC3)CC2)cc1C	-4	91	-1.1	4	-2	3	9	95	2
C/C(=N\NC(=O)C(O)(c1ccccc1)c1ccccc1)c1ccc(C)o1	1	97	-1.6	8	0	-1	3	101	1
COc1cc(/C=N/Nc2cc(C)nc(N)n2)ccc1O	10	93	-0.1	-3	3	-4	13	101	1
Cc1cc(Br)ccc1OCC(=O)NNC(=O)c1cnccn1	2	101	-7.5	11	1	-4	6	113	1
COC(=O)c1ccc2nc(NC(=O)C3CCCCC3)sc2c1	3	120	-1.2	5	3	1	-1	112	6
C=C(C)C(=O)Nc1cccc(C2=NOC3(C2)C[C@@H](C(N)=O)N(C(=O)C2(C)CC2)C3)c1 (some centres undefined)	1	102	-4.8	-14	2	4	-17	97	91*
COc1ccccc1OCCC(=O)OCCN1C(=O)c2ccccc2C1=O	1	98	-0.3	-5	1	-4	29	109	0
Cc1ccccc1NC(=S)N1CCN(c2ccccc2)CC1	0	93	-0.7	7	2	6	11	100	/
Cc1ccc(C)c(C(C)NC(=O)c2ccccc2Br)c1 (centres undefined)	3	95	-1.3	-2	-3	4	7	99	0
CC(=O)c1sc(NC(=O)c2ccc(Br)o2)nc1C	6	98	-3.9	4	1	4	4	106	0
COc1ccc(S(=O)(=O)N(C)C[C@H]2Oc3ccc(NC(=O)Nc4ccc5c(c4)OCO5)cc3CC(=O)N([C@@H](C)CO)C[C@@H]2C)cc1	/	104	/	/	/	3	9	99	3
COc1ccc2oc(C(=O)OCC(=O)N3CCC(C)CC3)c(C)c2c1	-2	100	0.6	-6	-2	7	17	96	1
CCN(/C=N/S(=O)(=O)c1ccc(Cl)cc1)CC	1	94	0.3	0	5	0	1	89	0
Cc1cc(NC(=O)c2cccc(S(=O)(=O)N3CCCCC3)c2)no1	-3	104	1.4	1	0	7	-8	90	26
Cc1ccc(S(=O)(=O)N2C(=O)C(c3ccccc3)SC2=Nc2ccccc2)cc1 (centres undefined)	9	104	-0.7	17	-3	2	0	99	0
COc1ccc(-c2nnc(SCC(=O)c3cc(C)n(Cc4cccs4)c3C)o2)cc1	0	102	-0.3	-3	2	8	-5	96	2
CC1CN(Cc2ccccc2)c2ccccc2NC1=S (centres undefined)	5	101	-1.8	12	1	-1	10	104	0
Cc1ccc2nc(-c3ccccc3)cc(C(=O)N(C)CC(=O)Nc3ccccc3Br)c2c1	6	99	-0.2	6	-2	-1	10	87	0
O=C(O)C(Cc1ccc(Cl)cc1)NS(=O)(=O)c1ccc(Cl)cc1 (centres undefined)	2	89	2.1	-4	-1	-5	19	93	2
c1csc(-c2nn3c(Cn4nnc5ccccc54)nnc3s2)c1	-2	94	0.7	0	3	-9	9	86	0

Gathered by group: those above containing a COOH group
SMILES	BCLXL inh	AGP1-GFP MLPCN	MEX-5 binding	MCL1-BIM inh	Fam108B inh	GLD-1 RNA inh	VLA-4 inh	CIT2 TOR yeast	GRK2 aptamer HTS
O=C(O)c1ccc(COc2ccc([N+](=O)[O-])cc2)o1	-1	95	0.9	-9	4	-3	15	93	0
O=C(O)C(Cc1ccc(Cl)cc1)NS(=O)(=O)c1ccc(Cl)cc1 (centres undefined)	2	89	2.1	-4	-1	-5	19	93	2

Later entries
SMILES	BCLXL inh	AGP1-GFP MLPCN	MEX-5 binding	MCL1-BIM inh	Fam108B inh	GLD-1 RNA inh	VLA-4 inh	CIT2 TOR yeast	GRK2 aptamer HTS
O=c1c(=Nc2ccccc2O)c(=O)c2ccccc12	0	105	-0.6	7	1	-7	4	124	70*
COc1ccc(CNC(=O)C(C)N(Cc2ccccc2OC)C(=O)c2snc(C(N)=O)c2N)cc1 (centres undefined)	0	93	0.2	-5	1	8	7	110	0
CCOCCCNC(=O)c1ccc2c(c1)N(CC)C(=O)c1ccccc1S2=O (centres undefined)	1	103	1.2	-2	4	2	10	96	0
CCCCNC(=O)N1CCCC(C(=O)c2cc(C)c(OC)c(C)c2)C1 (centres undefined)	1	105	-0.4	7	3	-3	-68	105	1
CN(c1ccccc1C(=O)NCc1ccco1)S(C)(=O)=O	9	103	-0.4	8	0	-3	16	97	3
CCCCNC(=O)CSc1nnc(-c2ccc(S(=O)(=O)N3CCCC3)cc2)n1C	5	100	0.0	5	-7	4	4	108	2
CCN1CCn2c3c(c4cc(C)ccc42)CCCC31 (centres undefined)	10	95	1.1	1	0	-2	3	97	0
O=c1cc(CO)oc(CN2CCCC2)c1O	17	100	-7.3	24	6	6	-14	107	1
COc1ccc(NC(=O)CSc2nnc(C3CC3)n2C)cc1S(=O)(=O)N1CCCCC1	10	104	/	5	/	2	-12	100	2
CN(C)Cc1c(C(=O)Nc2ccccc2)[nH]c2ccccc12	-1	88	1.4	-4	-1	2	-12	99	0
Cc1cc(Nc2ccc(F)cc2C)n2ncnc2n1	-6	102	-1.1	-2	1	2	29	96	0
COc1ccc(OC)c(NC(=O)C(CCSC)NS(=O)(=O)c2cccs2)c1 (centres undefined)	1	97	1.5	-3	-4	4	3	102	5
CN1CCC(=NNC(=O)C(=O)Nc2cccc(Br)c2)CC1	5	95	-1.3	7	2	-1	-5	103	2
CCCCCC(=O)Nc1ccc(S(=O)(=O)Nc2nccnc2OC)cc1	4	106	0.7	9	-5	0	3	105	0
CCCN1CC(=O)N2C(c3ccccc3)c3[nH]c4ccccc4c3C[C@H]2C1=O (some centres undefined)	/	101	1.2	/	/	/	4	97	16
CCOCCCNC(=O)CN1C(=O)NC(Cc2c[nH]c3ccccc23)C1=O (centres undefined)	6	100	2.2	-6	0	7	3	100	0
CCOc1ccc2c(c1)[N+](C)(C)C(C)(C)C=C2C	-9	95	-0.1	-18	1	-5	18	93	0
CC1Cc2ccccc2N1C(=O)c1ccc2c(c1)OCO2 (centres undefined)	4	98	-12	10	1	-2	2	94	0
Cc1cc(C)n(CCCNC(=O)Cn2nnnc2CN2C[C@@H](C)O[C@@H](C)C2)n1	3	105	0.1	0	-6	3	-100	103	0
NC(=O)c1nn(-c2ccccc2)nc1NC(=O)CN1CCCCC1	-8	106	0.2	-13	-4	-7	-16	100	3
COc1cccc(C2C(C(=O)c3ccc(C)o3)=C(O)C(=O)N2CCN2CCOCC2)c1 (centres undefined)	3	102	0.9	-6	-7	2	-13	100	2
CCN1c2ccccc2NC2N=C(OC)C(c3ccccc3)C21 (centres undefined)	8	104	-0.4	10	1	14	-29	103	2
N/C(COc1ncn(-c2ccccc2)n1)=N\S(=O)(=O)c1ccccc1	8	100	-4.8	9	0	-2	8	94	2
COc1ccc(OC)c(NC(=O)c2ccc(NS(C)(=O)=O)cc2)c1	7	89	0.4	8	2	5	4	94	2
O=C(NCCCn1ccnc1)c1nc(Cn2ccc([N+](=O)[O-])n2)no1	1	106	-1.4	-1	-2	3	3	107	0
COc1ccc(NC(=O)c2cn(C)c(=O)c3cc(OC)c(OC)cc23)cc1OC	3	91	3.1	1	0	24	-15	101	0
O=C(NNS(=O)(=O)c1ccccc1C(F)(F)F)c1cccc(S(=O)(=O)Nc2ccccc2Cl)c1	6	96	1.0	9	-6	-6	15	99	2
CC1CN(CC(O)COc2ccccc2C(C)(C)C)CC(C)O1 (centres undefined)	4	76	-0.6	5	1	5	-8	125	3
N#C/C(Cn1c[n+](NC(=O)Nc2ccccc2)cn1)=N/O	5	99	0.9	10	-5	-2	13	106	0
COc1ccc2nc3n(c(=O)c2c1)-c1ccccc1C(=O)NC3Cc1ccccc1 (centres undefined)	/	100	/	/	/	2	6	95	1
O=C(CN1CCN(c2ccc(O)cc2)CC1)NC1CCCc2ccccc21 (centres undefined)	23	102	-2.7	34	-1	6	5	103	0
CCC(C)NC(=O)c1ccc(N2CCC3(CC2)OCCO3)c([N+](=O)[O-])c1 (centres undefined)	2	87	-0.4	3	-5	3	1	85	5
COc1ccc(-c2csc(NC(=S)NC(=O)/C=C/c3ccc(C(C)C)cc3)n2)cc1OC	3	105	-0.2	6	-1	1	0	108	3
